PfHsp90 yeast 2: growth inhibition of yeast expressing Plasmodium Hsp90; inhibition, % at 9.4 µM; AID 504621; S. cerevisiae expressing PfHsp90, BacTiter-Glo ATP, 48 h; yeast lacking PDR1 and PDR3 efflux regulators; 310,000 tested, 0.32% active;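 active means every replicate shows inhibition above about 80%, whatever the replicate mean, limit read from the data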;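 further: 0% = DMSO neutral controls and 100% = 20 µM radicicol positive controls; yeast relying on Plasmodium falciparum Hsp90 in place of its own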
Mot1-301 SUMO: SUMOylation pathway inhibition by Mot1-301 growth rescue; S. cerevisiae Mot1-301 growth rescue, ATP luminescence, 38.5C; percent above DMSO median, 100 means doubled; growth rescue, % at 18.8 µM; 320,000 tested, 1% active; AID 2716;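 active means every valid replicate shows activation above 250% relative to neutral control wells; inactive means the rest, any valid replicate at or below 250%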;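 further: OY570 slx delta 5 strain wells were the positive control but not used for scaling; some compounds called inactive have numbers as strong as hits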
Keap1-Nrf2 PPI: disrupts human Keap1 binding to Nrf2 peptide; Q14145; Keap1 Kelch-Nrf2 peptide fluorescence polarization, 1536-well; inhibition, % at 9.4 µM; 340,000 tested, 0.15% active; AID 504523; in the data active means inhibition above about 12%;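 further: human Keap1 Kelch domain with fluorescein labeled Nrf2 9mer peptide probe; 0% = neutral control wells and 100% = peptide positive control; higher means more block of Keap1 binding to Nrf2 peptide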
dFosB act: enhances mouse delta FosB homodimer DNA binding | AID 493131 | activation, % at 25 µM | P13346 | 340,000 tested, 0.99% active | purified delta FosB, TAMRA-CDK5 oligo fluorescence polarization; percent of positive-control signal above neutral wells;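 active means mean activation above about 17%, with every replicate also reaching it, limit read from the data, passing the limit was not always enough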;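 further: fluorescence polarization rise as delta FosB binds a TAMRA Cdk5 AP-1 oligo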
Target sequence (P13346 whole entry, looked up): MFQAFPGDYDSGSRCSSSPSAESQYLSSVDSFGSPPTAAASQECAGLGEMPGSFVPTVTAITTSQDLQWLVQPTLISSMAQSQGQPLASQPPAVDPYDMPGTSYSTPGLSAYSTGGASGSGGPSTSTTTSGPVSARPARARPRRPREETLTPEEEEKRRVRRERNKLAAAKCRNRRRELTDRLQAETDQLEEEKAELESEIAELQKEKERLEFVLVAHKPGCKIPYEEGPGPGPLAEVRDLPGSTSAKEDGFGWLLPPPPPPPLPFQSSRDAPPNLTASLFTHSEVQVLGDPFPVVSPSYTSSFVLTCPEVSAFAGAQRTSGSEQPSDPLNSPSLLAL
PvdQ inh: P. aeruginosa PvdQ acylase inhibition; purified PvdQ acylase, fluorescence plate reader; inhibition, % at 10 µM; 340,000 tested, 0.063% active; AID 488965; in the data active means inhibition above about 30%, passing the limit was not always enough;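 further: 0% = vehicle neutral wells and 100% = reference inhibitor wells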
CDK5 p35 inh: blocks human CDK5/p35 kinase activity; Q00535+Q15078; Recombinant CDK5/p35, ADP-Glo luminescence, 60 min; inhibition, % at 10 µM; 330,000 tested, 0.01% active; AID 488839;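 active means highest replicate inhibition of at least 50% and at least 75% of replicates reaching 50%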;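 further: plate controls were DMSO neutral control for no effect and GW8510 at 10 µM for full effect; many of its hits are not listed in these tables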
RTF Ca sens act: increases calcium sensitivity of human cardiac regulated thin filaments. IANBD-labeled TnC RTF fluorescence at EC20 calcium; 0% EC20 calcium, 100% full calcium. activation, % at 7.2 µM. 340,000 tested, 0.24% active. AID 493008;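 active means activation above the mean over all tested compounds plus 3 SD, cut at about 30% in these data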;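 further: rise in fluorescence read as greater calcium sensitivity of cardiac thin filaments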
C-LANA FP: blocks KSHV LANA C-terminal domain binding to DNA. MBP-C-LANA/FAM-LBS DNA binding, fluorescence polarization. inhibition, % at 9 µM. 340,000 tested, 0.078% active;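 active means highest replicate inhibition at or above 60% at 9 µM, even if other replicates fall short; inactive means all replicates below 60% inhibition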;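 further: 0% = neutral control wells and 100% = 4 µM acridine orange control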
NSD2 HMT inh: NSD2 (human) methyltransferase inhibition; NSD2 peptide methylation, AlphaScreen, 120 min; AID 743445; 310,000 tested, 0.54% active; O96028; inhibition, % at 12.5 µM; in the data active means inhibition above about 50%
Rtt109 Vps75: C. albicans Rtt109 histone acetyltransferase inhibition; Q5AAJ8; purified Rtt109/Vps75, ThioGlo CoA-SH fluorescence, 4 h; inhibition, % at 34.9 µM; 330,000 tested, 0.16% active;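 active means inhibition of at least 50% in every replicate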
Target sequence (Q5AAJ8 whole entry, looked up): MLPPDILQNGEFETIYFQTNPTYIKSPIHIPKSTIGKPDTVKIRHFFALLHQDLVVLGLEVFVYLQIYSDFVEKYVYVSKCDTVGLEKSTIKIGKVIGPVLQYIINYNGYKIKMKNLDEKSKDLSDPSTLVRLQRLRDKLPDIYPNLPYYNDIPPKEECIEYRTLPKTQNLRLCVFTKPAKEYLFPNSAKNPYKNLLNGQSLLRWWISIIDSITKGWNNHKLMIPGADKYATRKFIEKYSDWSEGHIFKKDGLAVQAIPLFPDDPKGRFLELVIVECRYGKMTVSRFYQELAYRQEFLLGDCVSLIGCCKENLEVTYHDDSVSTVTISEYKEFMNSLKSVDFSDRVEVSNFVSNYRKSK
Cardiac RTF inh: cardiac RTF calcium desensitization | P19429+P45379 | IANBD-labeled cardiac RTF, Ca2+ fluorescence | inhibition, % at 7.15 µM | 340,000 tested, 0.12% active | AID 493244;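 active means inhibition above the mean inhibition of all tested compounds plus 3 SD, cut at about 17% in these data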;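 further: assay run at fixed EC70 calcium of 1.6 mM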
An asterisk follows results filed as active; x = no result given. Rows are unselected; about 3.2% have a hit in one of these screens.

SMILES	PfHsp90 yeast 2	Mot1-301 SUMO	Keap1-Nrf2 PPI	dFosB act	PvdQ inh	CDK5 p35 inh	RTF Ca sens act	C-LANA FP	NSD2 HMT inh	Rtt109 Vps75	Cardiac RTF inh
Cc1cc(C)c2cc(CN(Cc3ccco3)C(=S)NCC3CCCO3)c(=O)[nH]c2c1 (centres undefined)	14	-22	-10	-14	-12	1.2	8	-2.1	x	10	3
COC(=O)c1ccc(N2CCN(C)CC2)c(NC(=O)c2ccc(Br)o2)c1	-9	-3	1	-9	-14	0.5	3	0.3	3	3	-1
CCCC[n+]1c(-c2ccc(Cl)cc2Cl)csc1Nc1ccccc1	-6	-8	-2	-6	-7	-1.7	-4	0.8	-3	8	14
Nn1c(SCc2ccccc2)nnc1-c1ccco1	27	-17	-8	-6	-13	-1.6	10	0.0	x	-14	-1
O=C(CSCc1ccc([N+](=O)[O-])cc1)NC1CCCCCC1	-6	-5	-5	0	-12	-5.5	2	-1.0	-4	7	-18
CC(=O)c1cccc(NC(=O)Cn2c(=O)oc3cc(S(=O)(=O)N4CCCC4)ccc32)c1	-8	5	-1	33*	-16	-0.7	0	-0.9	6	8	-11
COc1ccc(CNC(=O)[C@H](CCSC)NC(=O)N2CCn3c2nc2ccccc23)cc1	2	9	3	-5	-10	0.0	-2	-0.7	4	3	-7
COc1cc(OC)cc(-n2nnnc2SCC(=O)Nc2ccc(C(C)=O)cc2)c1	-6	x	0	37*	9	-1.3	0	0.3	0	3	2
COc1ccc(NC(=O)Cn2nc(Cc3cccnc3)c3ccccc3c2=O)cc1OC	24	0	-2	-10	-1	-0.4	9	-1.1	x	-5	0
COc1ccccc1Nc1nc(-c2c(C)[nH]c3ccccc23)cs1	13	3	-3	-4	-3	-0.1	-3	1.8	0	0	5
COc1ccccc1[N+](=O)[O-]	15	74	0	-1	-11	-1.4	8	-0.6	x	4	-1
CC(=O)c1cc(C(=O)Nc2ccc(C(=O)O)cc2)oc1C	x	x	-2	-7	-7	-0.8	3	-1.1	-1	1	-10
CN(C(=O)c1ccccc1C(=O)OCC(=O)c1ccc(F)cc1)c1ccccc1	24	-14	0	-4	12	-0.2	-2	-0.8	4	8	3
CCN1CC(CN(C)Cc2nc(-c3ccc(C(F)(F)F)cc3)no2)CC1=O (centres undefined)	14	6	2	-2	7	10	1	-2.1	5	24	-15
O=C(Nc1cccc(S(=O)(=O)N2CCOCC2)c1)c1c2c(nc3ccccc13)CCC2	17	-12	-2	-9	8	-2.5	-11	-1.6	-1	2	4
COc1ccc(NS(=O)(=O)c2cccc(C(=O)N/N=C/c3cccs3)c2)cc1	10	19	-1	12	-9	0.1	-10	0.4	-3	4	-6
CNc1nc(C)c(C#N)cc1C(C)=O	24	-12	-5	1	-12	-2.4	-1	-1.7	-2	-5	-1
Cc1ccn2c(=O)c(NC(=O)c3cccc4ccccc34)c(C)nc2c1	x	58	-3	-8	-7	-2.5	6	-1.6	-3	-6	2
CCOC(=O)c1c(C)[nH]c(C)c1S(=O)(=O)N1CCOCC1	3	66	0	-1	6	0.2	-6	-0.2	4	-10	-3
C/C(=N\Nc1ccc(S(=O)(=O)N2CCCCC2)cn1)c1cccc(Br)c1	0	-8	-1	-6	-1	-0.1	1	-1.6	1	-3	-4
CC(OC(=O)c1ccc(O)cc1)C(=O)Nc1cc(C(F)(F)F)ccc1Cl (centres undefined)	-17	102	-3	-4	-9	0.7	5	-0.7	-2	0	-2
CC(=O)c1cccc(N(CC(=O)NCCc2ccccc2)C(=O)c2csnn2)c1	2	-11	5	2	-13	0.3	1	1.5	-1	-1	2
CN(Cc1nc(-c2ccccn2)no1)S(=O)(=O)c1ccc(Cl)cc1	-17	7	-3	-5	-17	-7.6	-8	-0.1	1	0	0
Cc1nnc(NCc2ccccc2)c2ccccc12	7	8	0	-6	6	0.8	-2	-3.9	0	1	-4
c1ccc2c(c1)CC(N1CCCCC1)c1ccccc1S2 (centres undefined)	2	89	3	-13	5	2.3	8	-1.4	-4	-2	-3
CC(=O)N(c1cccc(C)c1)C1SC(=O)N(c2ccccc2)C1=O (centres undefined)	-13	-12	-7	3	-9	0.1	2	0.6	7	-3	-8
CCOC(=O)N1CCN(C(=O)CN(c2cccc(C)c2)S(=O)(=O)c2ccc(C)cc2)CC1	17	41	4	-7	1	-0.4	-7	0.9	-8	3	-2
COc1cccc(-c2c(C(=O)N/N=C/c3ccoc3)nnn2-c2nonc2N)c1	0	8	-3	-8	9	-1.5	-1	-0.5	0	25	-1
C=CCSc1nc2ccccc2c2nc(-c3ccccc3)nn12	-14	-7	1	-6	4	0.9	-2	0.7	x	13	-4
COc1ccc(/C=C2\SC(=S)N(CCC(=O)Nc3cccc(O)c3)C2=O)cc1	-9	x	-1	25*	0	0.3	5	-1.1	5	7	-12
CCOC(=O)Cc1csc(NC(=O)c2cccc(N3C(=O)CCC3=O)c2)n1	13	-4	-4	2	-4	1.3	4	1.0	5	1	1
CC1CCN(c2c(NCC3CCC(C(=O)Nc4ccccn4)CC3)c(=O)c2=O)CC1 (centres undefined)	6	1	0	-13	0	-0.6	3	1.7	x	4	-6
OCCCn1c(C2CCCN2c2nc(-c3ccc(Cl)cc3)cs2)nc2cc(C(F)(F)F)ccc21 (centres undefined)	-23	-47	-5	-12	-14	-1.2	0	-0.5	x	1	2
CCc1cc2c(SCC(=O)c3ccc(C)cc3)ncnc2s1	-5	x	-3	-4	-1	-0.3	3	-2.0	-3	-7	-5
COc1ccc(NC(=O)C(NC(=O)c2ccccc2)C(C)C)cc1 (centres undefined)	-11	-1	4	4	-4	-1.7	4	-1.2	-1	11	-9
O=C(/C=C/c1cccs1)c1cc(Cl)ccc1O	-17	-11	0	-9	77*	-0.4	2	-1.6	5	-6	-4
O=C(Cn1ccc2cc(S(=O)(=O)N3CCCCC3)ccc21)NCc1ccccc1F	15	8	-3	-18	-14	-0.3	4	0.4	-3	-3	-5
Nc1nnc(CCCCCCCCCCc2nnc(N)s2)s1	-41	-11	-2	-5	-5	0.4	4	-1.1	0	-1	-5
Cc1ccc(SCC(=O)OCC(=O)NCCc2ccc(S(N)(=O)=O)cc2)c(C)c1	2	-5	2	-6	-14	-1.0	2	1.3	-1	-3	4
O=C(CCC1CCN(Cc2ccccc2Cl)CC1)NC1CC1	32	5	-2	1	-7	0.4	-5	-0.5	0	-3	0
CCN(CC)Cc1c(O)ccc2c(=O)c(-c3ccccc3Cl)coc12	16	-4	4	-1	0	1.8	0	2.3	-1	3	-8
CCc1ccc(NC(=O)COc2ccc(F)cc2C(=O)c2cnn(-c3ccccc3)c2)cc1	-2	-13	1	-1	-14	2.1	-4	1.8	21	-26	-13
CCOCCCNC(=O)CCSc1ccc(C)cc1	x	207	-4	6	-13	-0.5	-1	-0.2	-1	x	-7
O=C(O)Cc1ccc(NC(=O)c2cccs2)cc1	x	7	1	-4	-13	0.8	-1	0.0	-6	-3	-8
CCOCCOC(=O)c1ccc(-n2cnc(C)n2)nc1	3	9	-2	-2	-13	-2.9	-5	-0.7	-2	x	-1
Cc1cc(CN2CCCC(C(=O)Nc3ccc(-c4nc5ccccc5[nH]4)cc3)C2)n[nH]1 (centres undefined)	-22	-4	-6	0	-13	-2.3	4	1.4	11	2	-9
Cc1cc(C)n2nc(SCc3cccc(F)c3)nc2n1	23	53	-4	-2	2	-8.8	-2	1.1	3	-4	-3
COc1ccc(-c2cc(CN3C(=O)c4ccccc4C3=O)on2)cc1	-43	1	0	1	-8	1.4	-9	1.9	0	5	-7
O=C(O)CCCCCCCCCCC1CCC(O)C1O (centres undefined)	-36	x	-6	6	-13	-0.2	1	-0.9	-1	-12	-4
COc1ccc(-c2nc3cc(C)ccn3c2NCC2CCCO2)cc1OC (centres undefined)	0	-20	-3	-1	-3	-1.4	-3	-0.5	-1	-9	-2
COc1ccccc1NC(=O)c1c(NC(=O)CCC(=O)O)sc2c1CCCCC2	4	7	-2	-5	9	1.8	1	1.1	31	32	-13
CCOC(=O)c1c(-c2ccc(C)o2)csc1NC(=O)CSc1nnnn1-c1ccccc1	-46	22	-8	-8	-8	-1.1	4	-0.5	-2	1	-4
O=c1cc(-c2ccco2)oc2c1ccc1ccccc12	-19	1	0	-22	-6	0.4	4	-1.3	-1	-3	8
CCOC(=O)c1ccc(N/C=C/C(=O)c2ccc(OC)c(OC)c2)cc1	14	-1	1	-5	-5	0.0	2	3.8	-2	5	-1
CC1CN(S(=O)(=O)c2cc(C(=O)N(CCc3ccccc3)Cc3ccccc3)ccc2Cl)CC(C)O1 (centres undefined)	20	-11	0	-5	-13	-1.0	1	2.1	1	1	-12
CC(C)CC(=O)N1CCN(c2ccc([N+](=O)[O-])c(NCc3ccccc3)c2)CC1	20	7	-1	-9	-8	2.1	-2	-0.2	x	3	-3
NC(=S)N/N=C\c1ccccc1OCc1ccccc1	-7	-3	-5	1	-4	-1.0	1	-1.4	3	9	0
O=C(CSc1nc(=O)n2ccccc2n1)Nc1ccc2c(c1)OCCO2	-17	174	-2	4	2	1.0	1	-0.8	-1	-5	-19
O=C(O)c1cccc(S(=O)(=O)Nc2ccc([N+](=O)[O-])cc2O)c1	-6	-8	-3	1	2	2.5	1	-0.7	16	21	-14
CCOc1ccc(CCN2C(=O)CCC2(C)C(=O)NC(C)CC)cc1OCC (centres undefined)	x	-21	-8	-13	-25	-2.1	8	-0.1	x	-1	1
Further structures:
SMILES	PfHsp90 yeast 2	Mot1-301 SUMO	Keap1-Nrf2 PPI	dFosB act	PvdQ inh	CDK5 p35 inh	RTF Ca sens act	C-LANA FP	NSD2 HMT inh	Rtt109 Vps75	Cardiac RTF inh
CC1(NC(=O)CCS(=O)(=O)c2ccc(Cl)cc2)CCS(=O)(=O)C1 (centres undefined)	-25	6	-3	0	11	0.3	0	-1.2	0	14	0
CCCCN(C(=O)NC(=O)Nc1cc(C)ccc1C)S(C)(=O)=O	-5	-4	4	-6	-1	-0.3	2	-3.2	-3	33	-9
CCOC(=O)c1c[nH]n(-c2ccc(C)cc2)c1=O	-36	8	-5	1	2	-3.6	0	1.0	-1	-2	13
COc1ccc2nc(SCC(=O)Nc3nccs3)[nH]c2c1	-16	-14	-3	1	-14	0.3	-2	-0.4	-1	0	5
CC1OC(OCC2OC(Oc3c(-c4ccc(O)cc4)oc4cc(O)cc(O)c4c3=O)C(O)C(O)C2O)C(O)C(O)C1O (centres undefined)	x	-9	5	-8	-3	0.5	-3	8.8	x	-7	-9

A different layout for some results above:
| compound | PfHsp90 yeast 2 | Mot1-301 SUMO | Keap1-Nrf2 PPI | dFosB act | PvdQ inh | CDK5 p35 inh | RTF Ca sens act | C-LANA FP | NSD2 HMT inh | Rtt109 Vps75 | Cardiac RTF inh |
| --- | --- | --- | --- | --- | --- | --- | --- | --- | --- | --- | --- |
| COc1ccc2nc(SCC(=O)Nc3nccs3)[nH]c2c1 | -16 | -14 | -3 | 1 | -14 | 0.3 | -2 | -0.4 | -1 | 0 | 5 |
| CC1OC(OCC2OC(Oc3c(-c4ccc(O)cc4)oc4cc(O)cc(O)c4c3=O)C(O)C(O)C2O)C(O)C(O)C1O (centres undefined) | x | -9 | 5 | -8 | -3 | 0.5 | -3 | 8.8 | x | -7 | -9 |

Bioassay records (PubChem)
